Luc counter: Kinase-Glo luciferase inhibition (counter-screen); Q27757; Kinase-Glo luciferase, ATP luminescence, 8 min; Potency, µM (series often up to 38.3 µM), inactives show at the highest dose activity change, negative = inhibition, usual class: inhibitors; 200,000 tested, 0.28% active; AID 1379; also: % is scaled to controls: 0 for no effect and ±100 for the full control effect; nearly all actives have a fitted effect of over 60% in size
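Compounds were added to a substrate mix at pH 7.2 (50 mM imidazole, 10 uM ATP, within the enzyme's linear range), followed by Kinase-Glo detection reagent; luminescence was measured after 8 minutes at ambient temperature.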
GoLoco inh red: blocks human Gai1 binding to RGS12 GoLoco peptide, red readout; P63096; Gai1:RGS12 GoLoco peptide FP, rhodamine, 10 min; Potency, µM (highest dose often 61.6 µM), without a hit: at the top dose activity, negative = inhibition, usual class: inhibitors; 230,000 tested, 0.44% active; AID 880; active = well fitted inhibition curve with a large enough effect, not every such curve was filed as active; inactive = no such curve, though single readings can be large or run the other way; also: % is scaled to controls: 0 for no effect and ±100 for the full control effect; nearly all actives have a fitted effect of over 30% in size; many of its hits are not listed in these tables
IMPase Li cell: cell-permeable IMPase inhibitors with lithium potentiation; CHO-M1 cells, IP1 TR-FRET (IP-One), carbachol + lithium; Potency, µM (highest dose often 59.4 µM), for the others: top-dose activity, negative = IMPase inhibition, most hits filed as inhibitors; 210,000 tested, 0.35% active; AID 1457;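 also: IP1 builds up when IMPase is blocked and the TR-FRET signal falls; plate controls were basal vehicle for no effect and high inhibitor control for full effect; nearly all actives have a fitted effect of over 50% in size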
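Lithium-sensitised IP1 accumulation assay; M1-expressing CHO cells treated 30 min at 37C with compound. Competitive antibody detection by time-resolved FRET followed a 10 min room-temperature lysis step.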
Epigenetic reg: derepresses silenced GFP reporter in murine cells. murine LDR cells, GFP reporter derepression, 30 h. Potency, µM (doses to about 53.9 µM), for the others: top-dose GFP activation, actives largely listed as activators. 280,000 tested, 0.2% active. AID 1865; also: % of control where 0% means no effect; nearly all actives have a fitted effect of over 60% in size
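In this reporter-derepression format, murine cells bearing a silenced integrated CMV-GFP locus incubate with test compound (30 h, 37 C), then are washed and imaged; fluorescent objects of 20–120 um count as induced cells.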
KDM4E inh: blocks human JMJD2E demethylase activity; B2RXH2; JMJD2E catalytic domain, FDH-coupled NADH fluorescence (FDH is formaldehyde dehydrogenase); Potency, µM (series often up to 57.1 µM), without a hit: at the top dose activity change, negative = inhibition, hits mostly inhibitors; 230,000 tested, 1.6% active; AID 2147; active = well fitted inhibition curve with a large enough effect, not every such curve was filed as active; inconclusive = small, poorly fitted or top-dose-only effect, or another doubt; inactive = no such curve, though single readings can be large or run the other way;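 also: 0% = wells with enzyme and -100% = buffer wells without enzyme; nearly all actives have a fitted effect of over 50% in size; many of its hits are not listed in these tables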
Target sequence (B2RXH2 1-337 limits assumed): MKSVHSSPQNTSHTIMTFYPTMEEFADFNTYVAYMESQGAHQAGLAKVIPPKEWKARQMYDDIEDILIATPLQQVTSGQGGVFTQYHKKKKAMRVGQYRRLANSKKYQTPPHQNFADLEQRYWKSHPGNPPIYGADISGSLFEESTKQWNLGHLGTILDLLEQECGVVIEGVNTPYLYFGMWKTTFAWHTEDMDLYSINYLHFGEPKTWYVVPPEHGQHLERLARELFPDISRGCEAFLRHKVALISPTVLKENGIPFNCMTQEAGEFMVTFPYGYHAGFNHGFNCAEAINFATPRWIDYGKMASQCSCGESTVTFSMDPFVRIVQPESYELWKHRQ
NPSR antagonist: blocks cAMP signaling of the human neuropeptide S receptor; 220,000 tested, 1% active; CHO-NPSR cells, cAMP TR-FRET, antagonist mode; Q6W5P4; Potency, µM (highest dose often 38.3 µM), without a hit: at the top dose activity change, negative = inhibition, most hits filed as inhibitors; also: % is scaled to controls: 0 for no effect and ±100 for the full control effect; nearly all actives have a fitted effect of over 50% in size; many of its hits are not listed in these tables
SMN2 splice enh: increases expression of the SMN2 splice variant; HEK293 SMN2-luciferase splicing reporter, luminescence, 30-36 h; Potency, µM (top dose mostly 46.1 µM), inactives show top-dose activity change, positive = activation, usual class: activators; 210,000 tested, 2.8% active; also: % of control where 0% means no effect; nearly all actives have a fitted effect of over 55% in size
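HEK293 cells carry an SMN2 minigene-luciferase reporter in which exon 7 inclusion puts luciferase in frame. Cells were seeded at 2000 cells/well, attached for 10-12 hours, then exposed to compounds for 30-36 hours at 37C before ONE-Glo luminescence.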
RECQ1 inh: inhibitors of human RECQ1 DNA helicase | P46063 | AID 2549 | Potency, µM (highest dose often 57.3 µM), without a hit: top-dose activity, negative = inhibition, hits mostly inhibitors | 240,000 tested, 0.54% active | RECQ1 DNA unwinding, red fluorescence kinetic read;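 also: plate controls were vehicle for no effect and no enzyme for full effect; nearly all actives have a fitted effect of over 30% in size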
Target sequence (P46063 whole entry, looked up): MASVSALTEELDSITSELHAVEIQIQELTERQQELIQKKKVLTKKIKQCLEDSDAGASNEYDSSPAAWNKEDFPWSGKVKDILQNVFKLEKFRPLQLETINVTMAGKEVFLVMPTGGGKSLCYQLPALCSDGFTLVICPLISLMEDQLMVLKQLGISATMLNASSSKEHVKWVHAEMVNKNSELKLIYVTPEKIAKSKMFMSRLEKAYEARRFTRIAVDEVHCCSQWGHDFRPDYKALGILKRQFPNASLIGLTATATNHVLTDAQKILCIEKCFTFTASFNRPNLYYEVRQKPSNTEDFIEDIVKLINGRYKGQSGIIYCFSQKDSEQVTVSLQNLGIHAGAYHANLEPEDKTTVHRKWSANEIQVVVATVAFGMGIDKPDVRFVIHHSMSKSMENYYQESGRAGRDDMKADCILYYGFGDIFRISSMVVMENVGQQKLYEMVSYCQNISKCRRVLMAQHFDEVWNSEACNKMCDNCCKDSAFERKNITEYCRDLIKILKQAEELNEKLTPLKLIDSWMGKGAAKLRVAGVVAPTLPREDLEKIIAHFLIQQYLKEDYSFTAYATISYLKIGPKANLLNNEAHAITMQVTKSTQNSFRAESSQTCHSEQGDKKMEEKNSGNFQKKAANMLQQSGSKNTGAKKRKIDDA
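50 nM RECQ1T1 preincubated 15 min with compound in Tris pH 8.0 buffer with MgCl2, DTT, Tween-20 and 2.5 ug/ml poly(dI-dC); started with 200 nM TAMRA/BHQ-2 forked duplex and 2 mM ATP. Unwinding read as fluorescence (525/598 nm), two reads 2 h apart.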
Numbers without * were called inactive; i = inactive; ? = inconclusive; . = no result given; & = joins results of further samples; [ ] = remark or other dose. Unless noted, calls follow the shape of the dose curve; as a rule, active = well fitted curve in the direction sought with a large enough effect; inconclusive = small, poorly fitted or top-dose-only effect, or another doubt; inactive = no such curve, though single readings can be large; an effect the other way counts as inactive or inconclusive. Potency is read from the fitted curve at half-maximal effect.

SMILES	Luc counter	GoLoco inh red	IMPase Li cell	Epigenetic reg	KDM4E inh	NPSR antagonist	SMN2 splice enh	RECQ1 inh
COc1cc(C2CC(=O)Oc3cc(C)cc(C)c32)cc(OC)c1OC (stereo unspecified)	4%[39.9 µM]	4%[88.7 µM]	0%	-1.2%	.	.	.	i
Cn1c(NCc2ccc(Cl)cc2)nc2ccccc21	-2%	5%	5%	-1.5%	2%	5%	11µM*	i
COC(=O)C1C2C=CC3(CN(C4CCCC4)C(=O)C13)O2 (stereo unspecified)	0%	-2%	6%[38.3 µM]	-0.9%	-2%	-4%[46.1 µM]	11%	-14%
CCOC(=O)C1=C(C)N2C(=C(C#N)[C@@H]1c1ccc(C(=O)OC)cc1)SC[C@@]2(O)C(C)(C)C	-7%	9%	35%[activator][38.3 µM]	1.0%	20µM*	?	8%	-20%
COc1ccc(/C=C/c2c([N+](=O)[O-])c(=O)n(C)c(=O)n2C)c(OC)c1OC	0%	0%	-8%	-1.5%	0%	-1%	-25%	i
Cn1c(C(=O)NCc2ccc3c(c2)OCO3)cc2sccc21	1%	0%	-9%[38.3 µM]	-2.3%	-3%	-14%[46.1 µM]	8%	-3%
CN(C)Cc1ccccc1Sc1ccccc1Br	-2%	4%	15%	-1.0%	11%	6%	8%	2%
Cn1nnnc1SCC(=O)Nc1cccc(S(=O)(=O)N2CCCC2)c1	0%	-4%	3%	-1.4%	5%	6%	-1%	i
CC(C)CCN(C)C1CCN(S(=O)(=O)c2ccc(F)cc2)CC1	4%	3%	50%[activator][38.3 µM]	-0.8%	1%	-4%[46.1 µM]	0%	i
Cc1ccccc1NC(=O)CN1C(=O)S/C(=C\c2ccc(-c3cc(C(=O)O)ccc3C)o2)C1=O	2%	33%[activator]	11%	2.2%	1%	-15%	4%	i
Cc1cc(C)n2ncnc2n1	2%	0%	20%[38.3 µM]	0.7%	2%	-2%[46.1 µM]	10%	-15%
Cn1cccc1C(=O)N1CCC2(CC1)CCN(c1ccccn1)CC2	-4%	5%	19%	.	.	.	-46%[inhibitor]	i
N=C(CC1CC(=O)NC(=O)C1)C1=C(O)CCCC1=O	.	.	.	1.7%	-3%	?	.	-1%
COc1cc(OC)cc(C(=O)NCc2cc(C)nc3ccccc23)c1	0%	6%	8%	-0.8%[10.1 µM]	?	4%	-23%	i
O=C(NCCCN1CCCC1=O)c1ccc(CNS(=O)(=O)c2ccc(F)cc2)cc1	-5%	-4%	-8%[38.3 µM]	-0.6%	4%	-5%[46.1 µM]	-17%	-3%
CCOC(=O)N1CCC(c2cc(=O)n3[nH]c(-c4ccccc4)cc3n2)CC1	3%	14%	26%[38.3 µM]	0.0%	?	-6%[46.1 µM]	9%	-3%
COC(=O)c1ccc2c(=O)n(NC(=O)C(c3ccccc3)c3ccccc3)c(=S)[nH]c2c1	19%	11%	13%[38.3 µM]	-0.7%	4%	-10%[46.1 µM]	-17%	-13%
O=C1CCN(C(=O)/C=C/c2ccccc2)c2ccccc21	-2%	-2%	4%	0.2%	-21%	-5%	.	-6%
Cc1cc(C)nc(SCC(=O)Nc2ccc(N3CCOCC3)c(Cl)c2)n1	-1%	5%	32%[38.3 µM]	0.9%	1%	-5%[46.1 µM]	-108%[inhibitor]	-6%
O=C(O)C1CCCCC1C(=O)NCCc1cccc(Cl)c1 (stereo unspecified)	-3%	0%	-10%[38.3 µM]	-1.8%	3%	7%[46.1 µM]	1%	i
Cc1cccc(NC(=O)NCc2ccc3c(c2)cc(C)n3C)c1	-1%	-5%	?	-0.2%	-7%	30%[46.1 µM]	2%	-9%
CCOC(=O)C1CC(c2ccccc2)=NNC1=O (stereo unspecified)	-2%	7%	-2%	-0.8%[10.1 µM]	0%	1%	2%	-1%
O=C(Cc1ccccc1)NCc1ccncc1	0%	7%	3%	-1.1%	-8%	-12%	.	i
Cc1cc(C)n(C(=O)CNC(=O)C(c2ccccc2)c2ccccc2)n1	1%	6%	5%	-1.2%	6%	-18%[46.1 µM]	-13%	-3%
CC(/C=N/N1CCN(Cc2ccccc2)CC1)=C\c1ccccc1	1%	2%	-6%	3.3%	5%	0%	-51%[inhibitor]	-2%

Continued (two carried over from the part before).
SMILES	Luc counter	GoLoco inh red	IMPase Li cell	Epigenetic reg	KDM4E inh	NPSR antagonist	SMN2 splice enh	RECQ1 inh
Cc1cc(C)n(C(=O)CNC(=O)C(c2ccccc2)c2ccccc2)n1	1%	6%	5%	-1.2%	6%	-18%[46.1 µM]	-13%	-3%
CC(/C=N/N1CCN(Cc2ccccc2)CC1)=C\c1ccccc1	1%	2%	-6%	3.3%	5%	0%	-51%[inhibitor]	-2%
CC1CC(C)CN(CCOc2ccccc2-c2ccccc2)C1 (stereo unspecified)	1%	9%	11%	-3.0%	?	0%	-13%	0%
CC(=O)C(Cc1cccc(F)c1)(Cc1cccc(F)c1)C(C)=O	1%	-4%	4%	1.1%	-5%	-21%	8%	i
CCOC(=O)C1CCCN(C(=O)c2ccc3c(c2)OCO3)C1 (stereo unspecified)	6%	2%	5%	1.7%	4%	-2%[46.1 µM]	-7%	-1%
COc1cccc(OCCNC(=O)c2ccccc2Sc2ccccc2C#N)c1	1%	3%	4%	-1.1%	-4%	3%	-62%[inhibitor]	-16%
COC(=O)CSc1nc2ccccc2nc1SCC(=O)OC	-4%	12%	?	-0.9%	-15%	0%[46.1 µM]	0%	-22%
CNCC(=O)N(CC(C)C)c1c(N)n(CC(C)C)c(=O)[nH]c1=O	1%	4%	-1%	-1.9%	-28%	4%	11%	-22%
COC(C(=O)Nc1ccc(S(=O)(=O)Nc2ccc(F)cc2)cc1)c1ccccc1 (stereo unspecified)	2%	-5%	-6%	-1.0%	5%	-11%	-8%	-1%
Cc1cc(-c2csc(N)n2)c(C)n1CCC(C)C	13%	155%[activator]	24%[38.3 µM]	0.8%	-7%	?	5%	-8%
COC(=O)c1cc(Br)c(=O)n(-c2ccccc2OC)c1	.	.	.	-0.3%	-4%	1%[46.1 µM]	.	-10%
Cc1cccc(OCC(=O)NCC(=O)N/N=C/c2cc(Br)ccc2OCc2ccccc2)c1	-3%	-2%	2%	1.1%	-6%	-19%	-12%	-16%
CCN1CCN(C(=O)C2c3cc(OC)c(OC)cc3C(=O)N3CCc4ccccc4C23)CC1 (stereo unspecified)	5%	11%	17%[38.3 µM]	-0.9%	5%	8%[46.1 µM]	28%	-9%
COc1ccc(N2Cc3ccccc3C2=NC(=O)c2ccc(C)cc2)cc1OC	-1%	8%	10%	-0.4%	-17%	-30%	?	?
NNC(=O)/C(=N/Nc1ccccc1)S(=O)(=O)c1ccc(Cl)cc1	-1%	5%	-1%	0.2%	9%	9%	-72%[inhibitor]	-8%
O=C(Nc1cccc(-c2nc3ccccc3s2)c1)c1cc(-n2cnnc2)ccc1Cl	.	.	.	-1.0%	1%	-28%[46.1 µM]	.	-5%
Cc1c(/C=N/NC(=O)c2cc(C(C)(C)C)[nH]n2)c2ccccc2n1C	.	8%	.	3.2%	.	?	.	-6%
CN1C(=S)N2CCCN2C1c1ccccc1 (stereo unspecified)	.	6%	.	-0.4%	3%	6%	.	i
Nn1c(SCC(=O)N2CCOCC2)nnc1-c1ccccc1Cl	-8%	-6%	-2%[38.3 µM]	0.0%	5%	2%[46.1 µM]	.	-1%
COc1ccc(-n2nc(C#N)c(Cl)cc2=O)cc1	2%	-27%	3%	?	-15%	-23%	-86%[inhibitor]	-6%
Cc1ccc2ncnc(NCCCN3CCOCC3)c2c1	1%	6%	19%	-7.0%	-7%	1%[46.1 µM]	-27%	i
Cc1cccc2cc(CN(Cc3ccco3)S(=O)(=O)c3ccc4c(c3)OCCO4)c(=O)[nH]c12	.	.	.	-1.0%	-8%	-25%[46.1 µM]	.	i
C/C(=N\Nc1cccc([N+](=O)[O-])c1)c1cc(F)ccc1O	.	-36%	.	-2.4%	-8%	?	.	2%
Cc1cc(C)n(-c2ccc(C(=O)Nc3nc4ccccc4s3)cc2)n1	-5%	-7%	10%[38.3 µM]	-0.2%	?	-8%[46.1 µM]	17%	-8%
COC(=O)C1CC(=O)N(c2ccc(C)cc2)C1 (stereo unspecified)	4%	21%	0%	-1.9%	-8%	11%	-6%	i
COC(=O)c1ccc(Cn2nc(C(F)(F)F)cc2C)cc1	-4%	3%	-10%[38.3 µM]	2.8%	1%	-4%[46.1 µM]	-8%	-1%
CC(C)CNCC1OCc2ccccc2CO1	.	-2%	.	0.1%	2%	24%	.	i
SMILES	Luc counter	GoLoco inh red	IMPase Li cell	Epigenetic reg	KDM4E inh	NPSR antagonist	SMN2 splice enh	RECQ1 inh
Cc1nn(-c2cc(N3CCOCC3)ccc2[N+](=O)[O-])c(=O)c2ccccc12	0%	-8%	23%[38.3 µM]	5.2%	-1%	-6%[46.1 µM]	17%	13%
CCCCN1C(=O)C(=Nc2cccc3cnccc23)c2ccccc21	-1%	2%	5%	1.1%	-10%	-44%	-22%	1%
Cc1ccc(C(=O)O/N=C/c2c(Cl)n(C)c3ccccc23)cc1	-5%	9%	5%[38.3 µM]	0.0%	2%	-3%[46.1 µM]	?	-1%
CC1CCCN(C(C(=O)Nc2ccc(C(C)C)cc2)c2ccc3c(c2)OCO3)C1 (stereo unspecified)	-3%	-2%	6%[38.3 µM]	-2.7%	-9%	?	-2%	-14%
CCOC(=O)c1cnn2c(C(F)(F)F)cc(-c3ccccc3)nc12	-4%	4%	1%[38.3 µM]	-0.7%	?	11%[46.1 µM]	4%	i
COc1ccc(-c2cc(C(F)F)nc(-n3nc(C)cc3C)n2)cc1	3%	-1%	10%[38.3 µM]	-1.1%	?	-20%[46.1 µM]	-28%	-4%
O=C(NCc1cccc(CNC(=O)c2ccco2)c1)c1ccco1	-8%	2%	-16%[38.3 µM]	-3.2%	5%	-3%[46.1 µM]	-15%	-11%
CCN(CC)S(=O)(=O)c1ccc(OC)c(-n2cnnn2)c1	6%	-3%	4%	2.2%&-1.1%	?	-6%	2%	i
CCCCOc1cccc(C(=O)N(Cc2ccco2)C2CCS(=O)(=O)C2)c1 (stereo unspecified)	1%	2%	-6%[38.3 µM]	0.1%	15%	-9%[46.1 µM]	-13%	-11%

Source: PubChem (National Center for Advancing Translational Sciences (NCATS))

Not all compounds are listed. The share of hits here may be higher or lower than overall.
